Screening results (PubChem BioAssay)
b-catenin transl = modulators of beta-catenin nuclear translocation, primary screen, imaging, HeLa cells, immunofluorescence, high-content | nuclear translocation activity, % at 5 µM | AID 1665, 2009 | 190,000 compounds, 0.3% hits;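 active = nuclear translocation activity above 50% at 5 µM, with a well cell count of 50 or more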;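 also: per-cell ratio of nuclear to cytoplasmic median beta-catenin stain intensity; plate controls were DMSO negative control for no effect and GSK-3 inhibitor IX positive control for full effect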
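Signal – beta-catenin immunofluorescence imaging with DAPI · Test system – human HeLa cell line · Dosing – 5 µM primary single dose, 0.1% DMSO, 0.02–20 µM confirmation series · Measure – % activation, nuclear-to-cytoplasmic median beta-catenin signal ratio per cell · Incubation – 24 h compound exposure at 37°C, 5% CO2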
AID2073 = inhibitors of Mint1-CaV2.2 protein interaction, biochemical, HTRF (AID 2073); HTRF protein-protein interaction, Mint1-CaV2.2; higher % means a stronger effect; Voltage-dependent N-type calcium channel subunit alpha-1B (Homo sapiens); inhibition, % at 20 µM, or IC50 in µM where a hit was titrated; 290,000 compounds, 0.19% hits; in the data active = inhibition mostly above about 51%, no sharp cut-off; also: some results filed as inactive read as strong as hits
Ins promoter up = insulin promoter activators in MIN6 cells, imaging, high-content screening, mouse beta cells. MIN6 insulin promoter-GFP reporter; stronger effect = higher value. z-score at 5 µM. 190,000 compounds, 0.3% hits. AID 1625, 2009;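 active = z-score above 3 at 5 µM with at least 500 cells counted in the well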
HIV fusion peptide = inhibitors of HIV fusion peptide binding, primary screen, biochemical, uHTS, fluorescence dequenching (AID 1986); 290,000 compounds, 0.3% hits; cell-free peptide binding, fluorescence dequenching, 30 min; higher % means a stronger effect; inhibition, % at 20 µM; hits with a dose series show IC50 in µM; in the data active = inhibition mostly above about 52%, no sharp cut-off; inactive = mostly below about 76%; also: some results filed as inactive read as strong as hits
Autophagy HCS = autophagy modulators in MEF cells, primary screen, imaging, high-content, MEF GFP-LC3 | MEF GFP-LC3 puncta imaging; test concentration mostly 10 µM | calls only at 10 µM (by protocol) | 190,000 compounds, 0.98% hits | AID 463193, 2010;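 active = percentage of spot-positive cells more than 3 SD above its plate mean, without a fluorescence outlier flag or 80% toxicity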;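 also: spot-positive cell cutoff set from DMSO-treated cells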
Yfh1-depleted yeast = enhancers of respiration in Yfh1-depleted yeast, dose response, Friedreich's ataxia, plus single-dose screen (AID 1465) | 220,000 compounds, 0.074% hits | fold induction at 50 µM; hits with a dose series show EC50 in µM | S. cerevisiae Yfh1-off respiration, WST-1 reduction, 72 h; higher fold induction means a stronger effect;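 active = fold induction of absorbance versus untreated yeast above a set limit, then at least 30% activation at any dose in follow-up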;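 also: activators that raise dye reduction in frataxin-depleted yeast; strong numbers were not always called active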
WT yeast gro inh = growth inhibition of WT strain, primary screen, mitochondrial fusion inhibitor project, WT and mutant strains, chemical genetic. inhibition, % at 10 µM. 190,000 compounds, 2.1% hits. mitochondrial fusion phenotypic screen; in the data active = inhibition above about 58%; tested in S. cerevisiae
MT stabilize HCS = microtubule stabilizers in HeLa cells, primary screen, imaging, high-content imaging; HeLa tubulin immunostaining HCS, 24 h; share of cells brighter than vehicle mean+2SD; % tubulin-high responders, % at 10 µM; 200,000 compounds, 0.83% hits; AID 2205, 2009;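 active = plate Z-score above 3 for both tubulin-high and condensed-nucleus cell shares, with cell loss under 80%, at 10 µM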;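 also: anti alpha tubulin signal scored within the nucleus-defined area of each cell; some results filed as inactive read as strong as hits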
Dynein cargo inh = inhibitors of GR-EGFP nuclear translocation, primary screen, dynein cargo transport inhibitor project, imaging, high-content, 3617.4 mouse cells | test concentration mostly 20 µM; stimulated with dexamethasone, 1 µM; stronger effect = lower value | z-score, hits read low | 220,000 compounds, 0.47% hits;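 active = plate z-score of nuclear minus cytoplasmic receptor signal below a set negative limit, without overly bright fluorescence or cell loss, cut at about -3.5 in these data, passing the limit was not always enough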;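 also: z-score of nuclear minus cytoplasmic ring GR-EGFP intensity difference per well; some compounds called inactive have numbers as strong as hits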
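Buffer or medium – tet-free medium with charcoal-stripped serum · Signal – automated 10x imaging of fixed Hoechst-stained cells · Also added – dexamethasone agonist, 1.0 µM final, for 30 min · Incubation – induction 48 h, compound 1 h, agonist 30 min · Read-out – GR-EGFP nuclear translocation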
WT yeast gro inh mutant strain = recorded beside WT yeast gro inh, whose call it bears; inhibition, %; mitochondrial fusion phenotypic screen, mutant strain inhibition
Dynein cargo inh cytoplasmic EGFP = second read-out of Dynein cargo inh, no call of its own (marks repeat the call); z-score; measured here: cytoplasmic GR-EGFP intensity; stronger effect = higher value
Dynein cargo inh nuclear GR-EGFP = further read-out of Dynein cargo inh, marked with its call; z-score; measured here: nuclear GR-EGFP intensity;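 lower value marks the stronger effect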
Dynein cargo inh cell count = recorded beside Dynein cargo inh, whose call it bears; z-score; measured here: cell count per field
Ins promoter up cell count = second read-out of Ins promoter up, no call of its own (marks repeat the call); cell count; measured here: cytotoxicity, nuclei count;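 total cells summed across four imaged fields per well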
b-catenin transl cell count 5 µM = also measured in b-catenin transl; calls as there; cell count; measured here: cell count, cytotoxicity flag
MT stabilize HCS Hoechst-high % = also measured in MT stabilize HCS; calls as there; % Hoechst-high responders; measured here: nuclear condensation Hoechst responders;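 share of cells brighter than vehicle mean plus two SD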
MT stabilize HCS cytotoxicity % = second read-out of MT stabilize HCS, no call of its own (marks repeat the call); toxicity, %; measured here: cytotoxicity by cell density;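 0% = mean cell density of plate MIN control wells and 100% = no cells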
Autophagy HCS cell loss 18 h = recorded beside Autophagy HCS, whose call it bears; toxicity, %; measured here: cell loss, nuclei count;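 cell loss after 18 h compound exposure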
* hit, by the source's call; i = inactive; / = not tested or not shown.

SMILES	b-catenin transl	b-catenin transl cell count 5 µM	AID2073	Ins promoter up	Ins promoter up cell count	HIV fusion peptide	Autophagy HCS	Autophagy HCS cell loss 18 h	Yfh1-depleted yeast	WT yeast gro inh	WT yeast gro inh mutant strain	MT stabilize HCS	MT stabilize HCS Hoechst-high %	MT stabilize HCS cytotoxicity %	Dynein cargo inh	Dynein cargo inh cytoplasmic EGFP	Dynein cargo inh nuclear GR-EGFP	Dynein cargo inh cell count
CCCCNC(=O)c1cc2cc(CC)ccc2[nH]1	-0.7	1322	10%	0.13	998	1.1%	/	/	i	/	/	/	/	/	-0.36	-0.22	0.29	0.6
O=[N+]([O-])c1ccc(S(=O)(=O)NCC2CCCO2)cc1 (stereo not drawn)	-0.6	940	-2%	-0.02	1256	-1.2%	i	-5	i	-3	-15	8.3	3.9	12	0.74	0.054	0.27	-0.63
O=C(O)c1ccc(-n2cccc2/C=C2/NC(=O)N(c3ccccc3)C2=O)cc1	0.0	1303	19%	-0.26	1066	32%	/	/	i	/	/	/	/	/	-1.2	-0.22	-0.29	0.96
CCCN(C(=O)c1ccccc1N)c1c(C)n(C)n(-c2ccccc2)c1=O	-6.1	1019	22%	1.3	1416	-1.6%	i	-5	i	-10	12	6.2	2.1	8.0	2.6	0.2	2	-2.2
Cc1cc(NC(=O)CSc2nnc(-c3ccccc3)n2C)no1	3.1	1061	-17%	-0.24	1467	0.6%	i	-9	i	-17	-12	3.7	2.2	9.1	-0.61	-0.31	-0.34	1
COc1cc(/C=C2\SC(=S)N(NC(=O)c3ccncc3)C2=O)ccc1O	-0.9	1369	18%	-0.11	1005	9.4%	/	/	i	/	/	/	/	/	-0.38	-0.25	-0.59	0.84
COC(=O)C(NC(=O)c1cccnc1Cl)C(C)C (stereo not drawn)	-1.2	1302	7%	0.13	1088	0.8%	/	/	i	/	/	/	/	/	-0.78	-0.8	-0.25	0.19
Cc1cc(=O)oc2cc(OC(C)C(=O)Nc3ccc(N4CCOCC4)cc3)ccc12 (stereo not drawn)	/	/	-14%	/	/	1.0%	i	7	i	0	-34	3.2	1.3	5.9	1	0.0016	0.83	0.23
Cn1c(SCC(=O)c2c(N)n(C)c(=O)n(C)c2=O)nnc1-c1ccccc1F	2.9	948	0%	-0.22	1573	-2.8%	i	-6	i	1	-22	0.9	5.3	8.9	1.9	0.17	1	-1.1
Cc1noc(C)c1C(=O)OCC(=O)Nc1c(F)cccc1F	-2.8	1055	7%	-0.7	1377	2.2%	i	-10	i	2	-12	1.5	2.4	1.3	0.32	-0.22	0.087	0.24
COc1ccc(NC(=O)c2ccc(C(=O)c3ccccc3)o2)cc1	1.3	1113	0%	0.62	1066	-1.0%	i	10	i	-6	3	2.1	2.6	9.3	-0.78	-0.2	-0.34	0.23
Cc1ccccc1Cn1c(CN2CCN(C(=O)c3ccco3)CC2)nc2c1c(=O)n(C)c(=O)n2C	-1.0	1072	5%	-0.38	1864	1.4%	i	9	i	7	0	5.5	1.9	8.6	0.71	-0.17	0.57	-0.32
Cc1ccc(C)c(N2CC(=O)N(c3cc(C)ccc3C)CC2=O)c1	-0.5	1066	-1%	-0.34	1245	1.9%	i	10	i	-13	-4	1.8	1.8	9.2	0.27	-0.2	0.44	-0.73
COc1cccc(N/N=C/c2cccc(Br)c2O)c1	0.7	1323	-24%	-0.12	1007	2.2%	/	/	i	/	/	/	/	/	-0.52	-0.19	0.088	0.86
CCOC(=O)C1C(=O)CC(C)(O)C(C(=O)OCC)C1c1ccco1 (stereo not drawn)	-6.0	1201	3%	-0.06	1285	1.8%	i	-58	i	2	-3	2.5	2.5	9.0	0.68	-0.34	0.9	0.23
O=C(O)CC(NC(=O)C(F)(F)F)c1ccc2c(c1)OCO2 (stereo not drawn)	1.8	942	2%	-0.06	1588	-1.7%	i	4	i	13	3	2.6	1.4	5.8	0.57	-0.27	0.31	0.44
COC(=O)c1ccccc1NC(=O)c1ccnn1C	-1.9	1198	2%	-0.21	1359	0.6%	i	15	i	9	5	3.2	1.9	5.5	1.6	-0.13	0.98	-1.2
COc1ccc(S(=O)(=O)NCc2ccccn2)cc1Cl	/	/	-5%	/	/	-0.4%	i	-7	i	-8	0	3.8	2.5	8.0	0.48	-0.26	-0.38	-0.35
COc1cccc(/C=C(/C#N)c2ccc(Cl)cc2)c1OCc1cccc(C(=O)O)c1	3.3	948	7%	0.14	1556	60%	i	16	i	8	8	3.9	1.5	1.9	1.4	-0.15	1.2	-0.86
C=CCn1c(SCC(=O)CC(=O)OCC)nc2cc(C(=O)N3CCC(C(N)=O)CC3)ccc2c1=O	-0.3	1163	-7%	0.2	1359	-0.4%	i	2	i	-15	-9	/	/	/	-0.41	-0.12	0.11	0.88
CNC(=S)N=Nc1c(O)[nH]c2ccccc12	-0.5	532	-4%	0.36	1142	0.1%	i	-7	i	-11	-30	3.6	3.7	11	1.2	-0.19	0.21	-0.41
Cc1onc(-c2ccccc2)c1C(=O)OCC(=O)Nc1ccc2c(c1)OCO2	-4.9	1013	4%	-0.07	1169	-1.2%	i	1	i	10	-6	1.5	1.4	12	-0.41	-0.22	-0.2	0.32
CCCCOC(=O)Cn1c(=N)n(CCC)c2ccccc21	-0.7	1450	0%	1.4	1317	-1.8%	/	/	i	47	2	2.7	2.3	3.2	0.48	-0.2	0.57	-0.53
Cc1ccc(NC(=O)C2C3C=CC4(CN(Cc5cccnc5)C(=O)C24)O3)cc1 (stereo not drawn)	-1.8	1104	-2%	/	/	0.8%	i	0	i	-6	1	5.8	2.8	8.0	0.95	-0.19	0.59	-0.13
Cc1ccc(/C=N/NC(=O)CCn2nc(C)cc2C)c(C)c1	41	392	-2%	-0.27	1605	-2.2%	i	11	i	2	-2	27*	25*	44*	-1.3	-0.28	-0.47	0.65
CC(O)CNc1nc2c(c(=O)n(C)c(=O)n2C)n1C/C=C/c1ccccc1 (stereo not drawn)	-3.8	880	-7%	-1	680	1.0%	i	22	i	7	21	1.7	0.8	5.5	-0.53	-0.2	-0.38	0.8
O=C(CN1CCN(S(=O)(=O)c2ccccc2)CC1)Nc1cccc(C(F)(F)F)c1	-6.5	1019	-7%	-0.8	1031	2.8%	i	-5	i	-15	-38	3.3	2.2	0.4	-1.2	0.65	-0.27	0.88
Cc1nn(-c2ccccc2)c(C)c1C(=O)OCC(=O)NCc1ccco1	-0.8	1213	-12%	/	/	0.2%	i	6	i	6	2	4.5	2.3	3.3	0.013	0.095	-0.57	-0.63
CCOC(=O)CC1(CC(=O)OCC)NC(=O)c2c(C)sc(C(=O)OCC)c2N1	-0.2	1102	16%	-0.29	1259	-1.1%	i	-5	i	32	12	3.8	1.0	62	-0.3	-0.26	-0.037	0.23
COc1cc(N=C(N)N=C(N)N)cc(OC)c1	-0.9	995	-1%	0.49	1699	1.4%	i	-1	i	4	1	1.1	1.8	0.7	-0.53	-0.31	0.36	0.4
COc1ccc(-n2ccnc2SCC(=O)NC2CCCC2)c(OC)c1	-1.6	1076	3%	-0.04	1188	-1.6%	i	-11	i	-9	-16	3.1	1.8	5.8	-0.021	-0.23	0.47	-0.58
COc1cc(OC)c(NC(=O)c2ccccc2F)cc1Cl	1.6	978	11%	-0.39	1770	-1.6%	i	0	i	-1	-6	1.7	3.1	4.3	-1.7	-0.14	-0.78	1.4
COc1ccc(-c2cc(C(F)(F)F)c(C#N)c(SCC(=O)O)n2)cc1OC	-0.7	1436	26%	0.42	1133	1.5%	/	/	i	/	/	/	/	/	-0.085	-0.2	0.33	0.31
COc1ccc(OC)c(-n2nnnc2SCC(=O)N2CCN(C(=O)c3ccco3)CC2)c1	4.7	870	-4%	0.3	1564	-0.2%	i	0	i	-8	-8	0.9	1.5	6.1	-1.2	-0.29	-0.2	1.1
CCOC(=O)N1CCN(C(=O)C2CCN(Cc3ccc(OC)cc3OC)CC2)CC1	-0.2	1039	-1%	0.94	1436	2.6%	i	12	i	-4	-6	2.3	2.2	9.2	0.052	-0.24	0.1	-0.12
O=C(CO/N=C/c1ccc(OC(F)F)cc1)NC1CCCC1	-3.5	1079	2%	0.18	1598	0.4%	i	-23	i	10	1	4.6	2.5	4.5	-0.74	-0.27	-0.26	0.99
CCCc1nnc(NC(=O)CCC(=O)NCCc2ccc(OC)c(OC)c2)s1	-1.5	1047	-2%	1.1	1442	-2.4%	i	3	i	0	-6	4.4	3.0	7.4	0.58	-0.18	0.89	-1.9
CCC(=O)Nc1ccc(/C(C)=N\NS(=O)(=O)c2ccc(C)cc2)cc1	-2.2	1329	6%	1.3	1581	-2.0%	i	-22	i	-17	-5	4.5	2.0	5.0	-0.51	-0.22	0.2	0.95

The order is random, and some 4.2% of all compounds hit somewhere here.
